Bioassay records: PubChem BioAssay, National Center for Advancing Translational Sciences (NCATS)
Lipid storage S3: qHTS Assay for Lipid Storage Modulators in Drosophila S3 Cells | Drosophila S3 cells, BODIPY lipid droplet fluorescence, 18-24 h; cells fed with added oleic acid | lipid storage change, negative = inhibition, % at the top dose, mostly 46.1 µM; hits show Potency in µM | hit rate 0.64% among 320,000 | AID 2685, 2010; active = well fitted inhibition curve with a large enough effect in the signal ratio, with a control signal flat, not every such curve was filed as active; inconclusive = small, poorly fitted or top-dose-only effect, or effect the other way, or a change in a side signal; the % refers to the signal ratio
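Drosophila S3 cells loaded with oleic acid (400 uM, as added) and compounds at several concentrations; lipid droplets imaged by 488-nm laser-scanning cytometry, 500–530 nm intensity and object ratio to cell channel. Percent activity normalized to 20 uM Triacsin C.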
Lipid storage S3 cell count max: further read-out of Lipid storage S3, marked with its call; cell number change, %; measured here: cell count max response;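 cells counted by Cell Tracker Red CMTPX staining in the red channel; peak over a dose series mostly up to 46.1 µM; percent activity relative to internal control wells on each plate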
Active calls of the source: *; i = inactive; ? = inconclusive; . = not tested or not shown. % is scaled to controls: 0 for no effect and ±100 for the full control effect; potency is read from the fitted curve at half-maximal effect.

SMILES	Lipid storage S3	Lipid storage S3 cell count max
CC1Sc2ccc(S(=O)(=O)CCC(=O)N3CCN(c4ccccc4F)CC3)cc2NC1=O (centres undefined)	i	-12
O=C1CCc2ccccc2N1	-12%	0
CCOc1ccccc1N(CC(=O)NC1CCCCC1)S(C)(=O)=O	?	.
Cc1ccc(N=Nc2c(O)ccc3n[nH]nc23)cc1	?	.
Cn1c(=O)oc2cc(S(=O)(=O)N3CCC(C(=O)N4CCN(c5ccc(F)cc5)CC4)CC3)ccc21	i	-6
COc1ccccc1CNC(=O)COC(=O)C1CCN(S(=O)(=O)c2ccc(C)c(C)c2)CC1	?	.
CC(=O)Nc1ccc(N2C(=O)C3C4CC(=O)C(c5ccccc54)C3C2=O)cc1 (centres undefined)	?	.
Cc1cc(C(=O)CSc2nncn2C)c(C)n1-c1ccccc1	?	.
CN(CC(=O)Nc1ccc(Cl)c(C(F)(F)F)c1)C(=O)C1CCC1	?	.
COc1cccc(N2CC(C(=O)Nc3nnc(SCC(=O)Nc4cc(C)on4)s3)CC2=O)c1 (centres undefined)	?	.
CC1(C)Cc2ccccc2C(N/N=C/c2ccc([N+](=O)[O-])cc2)=N1	-11%	1
O=C(OCC(=O)N1CCN(c2ccccc2)CC1)c1ccc2ccccc2n1	?	.
CSc1ncccc1C(=O)N1CCN(S(=O)(=O)c2cc(C)ccc2C)CC1	-103%	22
CCOC(=O)c1c(Nc2ccccc2OCCOC)n[nH]c1C	-5%	0
COCCn1ccc2c(OCC(=O)NCCc3ccccc3)cccc2c1=O	?	.
CC1(C)CC(=NOC(=O)c2ccccc2)CC(C)(C)N1O	-11%	4
O=C(NCCCn1ccnc1)C(=O)NCC1OCCN1S(=O)(=O)c1ccc(F)cc1 (centres undefined)	?	.
CCOC(=O)NC(NCc1ccccc1Cl)(C(F)(F)F)C(F)(F)F	?	.
COc1ccc(-c2cc(C(F)(F)F)nc(SCC(=O)Nc3cc(C)on3)n2)cc1	i	-8
O=C(CCN1CCCCC1)Nn1c(=S)[nH]c2ccccc2c1=O	9%	0

Next section (6 carried over from the part before).
SMILES	Lipid storage S3	Lipid storage S3 cell count max
COCCn1ccc2c(OCC(=O)NCCc3ccccc3)cccc2c1=O	?	.
CC1(C)CC(=NOC(=O)c2ccccc2)CC(C)(C)N1O	-11%	4
O=C(NCCCn1ccnc1)C(=O)NCC1OCCN1S(=O)(=O)c1ccc(F)cc1 (centres undefined)	?	.
CCOC(=O)NC(NCc1ccccc1Cl)(C(F)(F)F)C(F)(F)F	?	.
COc1ccc(-c2cc(C(F)(F)F)nc(SCC(=O)Nc3cc(C)on3)n2)cc1	i	-8
O=C(CCN1CCCCC1)Nn1c(=S)[nH]c2ccccc2c1=O	9%	0
O=S(=O)(NCc1ccco1)c1cnc(Cl)c(Cl)c1	3%	11
COCc1c(C(=O)N2CCN(CCOc3ccccc3)CC2)oc2ccccc12	?	.
O=C(c1cccc(F)c1)N1CCN(S(=O)(=O)c2ccccc2)CC1	-6%	13
O=C(NCCSc1ccccc1)c1cccnc1	?	.
C/C(=N\NC(=O)CCCNc1ccc(C)cc1)c1ccccn1	?	.
COc1ccc(C2(CNS(=O)(=O)c3ccc(C)cc3)CCOCC2)cc1	10%	.
O=C(Nc1cccc(NC(=O)c2ccc(-c3ccc(Br)cc3)o2)c1)c1ccccc1	?	.
O=[N+]([O-])c1ccc(OCCOCCOc2ccc([N+](=O)[O-])cc2)cc1	31%	-6
Cc1ccc(C)c(NC(=O)C(OC(=O)c2cnc(C)cn2)c2ccccc2)c1 (centres undefined)	?	.
COc1ccc(C(=O)Nc2c3c(nn2-c2cccc(Cl)c2)CS(=O)C3)cc1 (centres undefined)	?	.
C=CCNC(=O)c1ccc(Cn2c(=S)[nH]c3cc4c(cc3c2=O)OCO4)cc1	11%	.
O=C(NCc1ccccc1)C(c1ccco1)N(C(=O)c1csnn1)C1CC1 (centres undefined)	?	.
COc1ccc(CN(C2CCCCC2C)S(=O)(=O)c2ccc(S(=O)(=O)N(C)C)cc2)cc1OC (centres undefined)	-24%	11
CC1CCCN(C(=O)C2CC(=O)N(c3ccc(Cl)cc3)C2)C1 (centres undefined)	?	.
Cc1ccc2[nH]c3c(=O)n(CCC4=CCCCC4)cnc3c2c1	?	.
O=C(Nc1nc2c(F)cccc2s1)C1CC1	?	.
O=C(NC(=S)N(CCO)Cc1ccccc1)c1cc(Br)ccc1Cl	?	.
CS(=O)(=O)Nc1ccc(C(=O)N2CCCC2)cc1	?	.
CC(C)c1cc(CN2CCN(CCC#N)CC2)cc(C(C)C)c1O	12%	14
CC(C)NS(=O)(=O)c1ccc(CCC(=O)Nc2cc(Cl)ccc2Oc2ccccc2)cc1	?	.
CCN(CC)C(=O)N1c2ccccc2Sc2ccccc21	?	.
COc1cccc(C(C)NC(=O)Nc2cccc(C(F)(F)F)c2)c1 (centres undefined)	?	.
C=CCn1c(C)cc(C(=O)CSc2nnc(NCc3ccccc3)s2)c1C	-7%	-22
CCCCCc1ccc(-c2ccc(OCC)cc2)nc1	10%	3
COC(=O)c1cccc(CSc2nnc(C)s2)c1	-8%	3
Cc1c(C(=O)N2CCOCC2)sc2nc(-c3ccccc3)cn12	?	.
CC(=O)N1CCN(Cc2nc3cc(Cl)ccc3c(=O)[nH]2)CC1	?	.
COc1cc(Cl)c(C)cc1NC(=O)CSc1ccccc1	?	.
CC(C)C[C@H](NC(=O)[C@@H]1O[C@H]1C(=O)O)C(=O)NCCCCN=C(N)N	?	.
CSc1ccccc1NC(=O)Cn1c([N+](=O)[O-])cnc1C	?	.
CCOC(=O)CSc1nc(N)nc(C)c1Cl	-20%	5
CN(Cc1ccco1)C(=O)C1CCC(=O)N(CCc2cccc(F)c2)C1 (centres undefined)	1%	-3
COc1cccc(/C=C2\SC(=S)N(C(C(=O)O)c3ccccc3)C2=O)c1OC (centres undefined)	13%	-7
CCc1noc(C)c1C(=O)Nc1ccc(C(F)(F)F)cc1	?	.
CN(C(=S)NC(=O)/C=C/c1ccc(F)cc1)C1CCCCC1	?	.
c1ccc(N(c2ccccc2)c2nc(N3CCOCC3)nc(N3CCOCC3)n2)cc1	?	.
Oc1ccc(NCc2cccc(OCc3ccc(F)cc3)c2)cc1	-11%	-16
CCC(CO)Oc1cc(NCc2ccc(OC)cc2)c2ncn(C(C)C)c2c1 (centres undefined)	?	.
COc1cccc(N2CCN(C(=O)CCC(=O)c3ccc(Cl)s3)CC2)c1	i	1
CCn1c(SCC(=O)Nc2cccc(F)c2)nc2c(c1=O)SC(C)C2 (centres undefined)	-8%	-17
CCCn1nnnc1SCC(=O)NNC(=O)C1CCCCC1	?	.
CCOc1ccc(S(=O)(=O)n2ccnc2C)cc1	7%	14
COc1ccccc1C1=NOC(C)(c2sc(-c3ccc(Cl)cc3)nc2C)C1 (centres undefined)	?	.
COc1cccc(C2N(Cc3ccccc3)C(=O)C2(F)F)c1OC (centres undefined)	?	.
COc1ccc(OC)c(NC(=O)C23CCC(C)(C(=O)C2)C3(C)C)c1 (centres undefined)	9%	9
CCOC(=O)c1c(C)[nH]c(C(=O)COC(=O)CSC)c1C	?	.
Cn1cc([N+](=O)[O-])c(C(=O)N(Cc2ccccc2)Cc2ccccc2)n1	9%	11
CCOC(=O)N1CCN(C(=O)C(NC(=O)c2ccc(CC)cc2)C(C)C)CC1 (centres undefined)	i	.
C=CCNc1nc(N)c([N+](=O)[O-])c(Nc2ccccc2OC)n1	5%	16
O=C(CCc1ccccc1)NNC(=O)C12CC3CC(CC(C3)C1)C2	8%	-3
O=C(Nc1nc(-c2ccco2)c(-c2ccco2)s1)C1CC(=O)N(c2ccc3c(c2)OCCO3)C1 (centres undefined)	?	.
CC(C)c1ccccc1NC(=O)COc1ccc(C(=O)NCCc2ccccc2)cc1	?	.
CCCC(C)C(=O)Nc1cccc(NC(C)=O)c1 (centres undefined)	9%	8
Cc1ccc(NC(=O)N2CCCC2C(=O)NCc2ccccc2Cl)cc1 (centres undefined)	-14%	-7
CCOC(=O)c1c(C)[nH]c(C(=O)CSc2nnnn2-c2ccc(C)cc2)c1C	?	.
COc1cccc(C2CNC3(CCCC(C)C3)c3[nH]c4ccccc4c32)c1OC (centres undefined)	?	.
CCCNC(=S)Nc1cc2oc3ccccc3c2cc1OC	?	.
Brc1ccc2c(c1)C(C1=NCCN1)c1ccccc1CS2 (centres undefined)	?	.
Cc1c(Cc2ccccc2)c(=O)oc2cc(OCC(=O)NC(Cc3ccc(Cl)cc3)C(=O)O)ccc12 (centres undefined)	?	.
COc1ccc(C(=O)Nc2nc(-c3cccs3)c(NC(C)=O)s2)cc1	-6%	-21
The list continues:
SMILES	Lipid storage S3	Lipid storage S3 cell count max
CCCNC(=S)N1CCC(NC(=O)c2ccc(C)cc2)CC1	-9%	-3
CCC1(c2ccccc2)NC(=O)N(CC#N)C1=O (centres undefined)	i	.
CCc1ccc(Nc2cc(=O)n(C3CCCCC3)c(=O)[nH]2)cc1	?	.
CC(=O)N1CCN(c2ccc(NCc3cccc4ccccc34)cc2)CC1	i	-4
Cc1cc(=O)n2c(nc3ccccc32)[nH]1	-3%	-18
CNC(CC(C)C)C(=O)NC1C(=O)NC(CC(N)=O)C(=O)NC2C(=O)NC3C(=O)NC(C(=O)NC(C(=O)O)c4cc(O)cc(O)c4-c4cc3ccc4O)C(O)c3ccc(c(Cl)c3)Oc3cc2cc(c3OC2OC(CO)C(O)C(O)C2OC2C[C@](C)(N)C(O)C(C)O2)Oc2ccc(cc2Cl)C1O (some centres undefined)	0%	2
Cc1ccc2c(C)c(C(=O)N3CCCC(C(N)=O)C3)oc2c1C (centres undefined)	i	-23
CCN(C(=O)CSc1nc(N)cc(=O)[nH]1)c1c(N)n(Cc2ccccc2)c(=O)[nH]c1=O	?	.
CCOc1ccc(NC(=O)CN2CCN(CC(=O)Nc3ccc(OC)cc3OC)CC2)cc1	?	.
O=c1[nH]c(C2CCN(S(=O)(=O)c3ccccc3)CC2)nc2c1nnn2Cc1ccccc1	?	.
CCOc1ncccc1C(=O)NNC(=O)c1cccc(S(=O)(=O)Nc2ccc(OC)cc2)c1	-2%	17
CCN(CC)C(=O)COc1coc(CN2CCN(c3ccccc3F)CC2)cc1=O	?	.
COc1ccc(-c2nc(CS(=O)CC(=O)NCc3ccc(F)cc3)c(C)o2)cc1 (centres undefined)	i	18
O=C(O)c1ccc(CNS(=O)(=O)c2ccc3ccccc3c2)cc1	?	.
CC1(C)Cc2nc3sc(C(=O)NCCO)c(N)c3cc2CO1	2%	0
O=C(NC1CC1)c1cccc(Oc2ccccc2)c1	i	10
COC(=O)c1cc(C(=O)OC)cc(-n2c(C)cc(C=O)c2C)c1	?	.
COc1ccc(-n2nc(C(=O)NCC(=O)NC(C)C)c3ccccc3c2=O)cc1	8%	8
Cc1cc(OC(C)C(=O)NCCN2CCOCC2)c2c(C)c(C)c(=O)oc2c1 (centres undefined)	?	.
O=C(Nc1ccc(Cn2cccn2)cc1)c1ccc(COc2ccc(Br)cc2)cc1	?	.
COc1ccc(NC(=O)CN(C)C(=O)c2cn(-c3ccccc3)nc2-c2cccnc2)cc1	?	.
CNC(=S)Nc1cccc(S(=O)(=O)NC2=NCCC2)c1	0%	20
COc1ccc(NS(=O)(=O)c2ccc(-c3coc(C)n3)cc2)cc1OC	?	.
CCOc1ccc(-c2nc(CSCC(=O)NCC3CCCO3)c(C)o2)cc1 (centres undefined)	?	.
CCOC(=O)C1CCN(c2cc3c(cc2NC(=O)c2ccccc2Cl)n(C)c(=O)n3C)CC1	?	.
CSc1ccccc1OCc1cc(C(=O)NC2CCOC(C)(C)C2)no1 (centres undefined)	?	.
CC(C)OC(=O)CCCNc1ccc([N+](=O)[O-])cc1[N+](=O)[O-]	4%	3
CCOc1ccc(N2CC(C(=O)Nc3ccc(S(=O)(=O)N4CCOCC4)cc3)CC2=O)cc1 (centres undefined)	?	.
CC(Cc1cccnc1)NC(=O)CCc1nnc(-c2ccccc2)o1 (centres undefined)	10%	23
C=C(C)c1cccc(C(C)(C)NC(=O)Nc2ccc(C)cn2)c1	?	.
CCOC(=O)C1(CCOc2ccccc2)CCN(Cc2nccn2CC)CC1	0%	-2
CN1C(=O)/C(=C/C=C2\SCCN2C)OC1=S	-16%	5
O=C(Nc1cccnc1)c1sc2cccc(F)c2c1Cl	?	.
CC(=O)c1ccc(NC(=O)COC(=O)C2CCN(S(=O)(=O)c3cccs3)CC2)cc1	?	.
Nc1cc2c(cc1C(=O)c1cccc(Br)c1)OCCO2	8%	14

A draw from above in order of formula weight, low to high:
SMILES	Lipid storage S3	Lipid storage S3 cell count max
CN(CC(=O)Nc1ccc(Cl)c(C(F)(F)F)c1)C(=O)C1CCC1	?	.
C=CCn1c(C)cc(C(=O)CSc2nnc(NCc3ccccc3)s2)c1C	-7%	-22
O=C(Nc1ccc(Cn2cccn2)cc1)c1ccc(COc2ccc(Br)cc2)cc1	?	.

Compound profiles (already shown):
C=C(C)c1cccc(C(C)(C)NC(=O)Nc2ccc(C)cn2)c1 as listed: Lipid storage S3: ?; Lipid storage S3 cell count max: .
CNC(=S)Nc1cccc(S(=O)(=O)NC2=NCCC2)c1 as listed: Lipid storage S3: 0%; Lipid storage S3 cell count max: 20
CCOc1ccc(N2CC(C(=O)Nc3ccc(S(=O)(=O)N4CCOCC4)cc3)CC2=O)cc1 (centres undefined) as listed: Lipid storage S3: ?; Lipid storage S3 cell count max: .

An excerpt; count on the stated rates, not on these rows.
